Assay outcomes as filed in PubChem BioAssay.
PLC-beta3 inh: human PLC-beta3 inhibitors, primary screen, biochemical, fluorescence; 1-phosphatidylinositol 4,5-bisphosphate phosphodiesterase beta-3 (Homo sapiens), Q01970; Purified PLC-beta3, fluorogenic substrate; inhibition, % at 12.2 µM; 370,000 compounds, 0.18% hits; in the data active = inhibition above about 11%;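 also: 0% = median of compound wells on plate and 100% = full blocker control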
Target sequence (Q01970 whole entry, looked up): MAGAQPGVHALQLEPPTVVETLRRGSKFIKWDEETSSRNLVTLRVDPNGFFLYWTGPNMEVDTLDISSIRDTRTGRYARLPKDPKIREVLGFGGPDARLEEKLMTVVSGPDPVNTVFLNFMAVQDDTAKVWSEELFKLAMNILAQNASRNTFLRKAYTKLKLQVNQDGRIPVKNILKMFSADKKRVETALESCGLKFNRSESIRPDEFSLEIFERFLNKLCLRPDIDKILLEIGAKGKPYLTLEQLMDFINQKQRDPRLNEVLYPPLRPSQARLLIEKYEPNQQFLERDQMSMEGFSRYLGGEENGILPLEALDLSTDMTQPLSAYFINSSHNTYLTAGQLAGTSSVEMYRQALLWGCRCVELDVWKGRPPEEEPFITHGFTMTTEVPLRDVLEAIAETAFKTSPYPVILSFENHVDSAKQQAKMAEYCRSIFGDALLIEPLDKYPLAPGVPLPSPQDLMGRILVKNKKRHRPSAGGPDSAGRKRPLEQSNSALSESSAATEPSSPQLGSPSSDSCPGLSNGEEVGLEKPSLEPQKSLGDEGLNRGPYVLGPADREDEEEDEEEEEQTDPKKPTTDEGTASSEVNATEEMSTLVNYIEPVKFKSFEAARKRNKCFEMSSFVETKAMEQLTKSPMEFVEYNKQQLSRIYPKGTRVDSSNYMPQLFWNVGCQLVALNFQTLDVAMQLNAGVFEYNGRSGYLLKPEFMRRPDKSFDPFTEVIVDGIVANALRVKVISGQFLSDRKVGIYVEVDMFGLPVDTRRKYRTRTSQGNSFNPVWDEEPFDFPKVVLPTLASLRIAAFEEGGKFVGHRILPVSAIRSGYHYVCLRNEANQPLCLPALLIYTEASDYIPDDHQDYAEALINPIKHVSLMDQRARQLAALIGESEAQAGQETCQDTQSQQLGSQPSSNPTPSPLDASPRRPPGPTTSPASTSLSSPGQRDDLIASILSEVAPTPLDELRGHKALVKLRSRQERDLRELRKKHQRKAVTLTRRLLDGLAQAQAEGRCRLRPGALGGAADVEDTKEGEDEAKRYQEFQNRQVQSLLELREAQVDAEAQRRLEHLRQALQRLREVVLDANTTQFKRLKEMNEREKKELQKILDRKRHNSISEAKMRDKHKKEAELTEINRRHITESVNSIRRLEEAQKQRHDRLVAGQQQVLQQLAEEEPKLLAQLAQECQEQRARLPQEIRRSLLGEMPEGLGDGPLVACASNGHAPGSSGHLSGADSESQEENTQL
Rev-erbA mod: modulators of Rev-erb alpha DNA binding, primary screen, biochemical, FITC-DNA, fluorescence polarization, uHTS | AID 1259318, 2017 | Rev-erbα–FITC-DNA binding, 90 min | 370,000 compounds, 0.79% hits | activity, % at 10 µM;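 active = activity above about 14%, limit read from the data; passing the limit was not always enough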;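 also: 0% = DMSO wells with 35 nM protein and 100% = DMSO wells with 750 nM protein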
ssDAF12 agonist: S. stercoralis DAF-12 nuclear receptor activators, primary screen, cell-based, luminescence, HEK293, GRIP1 co-expression, lit1-tk-luc; HEK293 ssDAF-12/GRIP1 lit1-tk-luc reporter; % of 3 µM dafachronic acid response; Nuclear hormone receptor DAF-12 (Strongyloides stercoralis); 370,000 compounds, 1% hits; activation, % at 6.8 µM;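 active = activation above the mean over all tested compounds plus 3 SD, cut at about 0.9% in these data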;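 also: 0% = DMSO-only wells and 100% = 3 µM delta7-dafachronic acid wells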
PLCg1 inh: PLC-gamma1 enzyme inhibitors, primary screen, biochemical, fluorescence, purified enzyme. fluorogenic substrate. inhibition, % at 12.2 µM. 370,000 compounds, 0.84% hits; in the data active = inhibition above about 9.5%
hcDAF12 agonist: H. contortus DAF-12 nuclear receptor activators, primary screen, cell-based, luminescence, HEK293, lit1-tk-luc reporter. 370,000 compounds, 1.4% hits. AID 652067, 2013. activation, % at 6.8 µM. HEK293 hcDAF-12 lit1-tk-luc reporter; 0% DMSO, 100% Δ7-dafachronic acid;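 active = activation above the mean of all tested compounds plus 3 SD, cut at about 5.5% in these data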;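 also: 100% = response to 3 µM Δ7-dafachronic acid high control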
SMARCA2 act: SMARCA2 (BRM) function activators, primary screen, cell-based, luminescence, high throughput; 370,000 compounds, 1% hits; MG213 cells, MMTV-luciferase reporter, dexamethasone, overnight; AID 652017, 2013; activation, % at 9.1 µM; in the data active = activation above about 7.8%;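 also: 0% = vehicle wells and 100% = reference activator wells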
ADAM17 inh: ADAM17 inhibitors, primary screen, biochemical, QFRET. Disintegrin and metalloproteinase domain-containing protein 17 (Homo sapiens), P78536. recombinant ADAM17, EDANS/DABCYL FRET peptide cleavage. inhibition, % at 6.95 µM. 370,000 compounds, 0.83% hits;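 active = inhibition above the mean of compounds lying between control limits plus 3 SD, set per campaign, cut at about 8.5% in these data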;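 also: 0% = DMSO-only wells as the low control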
MBD2 inh: inhibitors of MBD2 binding to methylated DNA, primary screen, biochemical, TR-FRET, DNA-binding domain, human. Methyl-CpG-binding domain protein 2 (Homo sapiens), Q9UBB5. MBD2 binding to methylated oligonucleotide. inhibition, % at 4.4 µM. 370,000 compounds, 0.31% hits. AID 686964, 2013; in the data active = inhibition above about 13%
DAX1 inh-1: DAX1 (NR0B1) inhibitors on StAR promoter, primary screen, cell-based, luminescence, SF-1 (NR5A1), full-length DAX-1; HEK293T StAR-luciferase reporter, SF-1/DAX-1 repression relief; inhibition, % at 6.8 µM; 370,000 compounds, 1.1% hits; AID 652010, 2013;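 active = inhibition above the mean over all tested compounds plus 3 SD, cut at about 3.6% in these data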;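 also: 0% = DAX-1 cells with DMSO and 100% = cells lacking DAX-1 with DMSO; higher inhibition means more luminescence from relief of DAX-1 repression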
hgDAF12 agonist: H. glycines DAF-12 receptor agonists, primary screen, cell-based, luminescence, HEK293, GAL4 fusion, UAS-luciferase; Nuclear hormone receptor DAF-12 (Heterodera glycines), GAL4 fusion; activation, % at 6.8 µM; HEK293 GAL4-hgDAF12 UAS-luciferase reporter, agonist luminescence; normalized to butyrate control; 370,000 compounds, 1.8% hits;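 active = activation above a cutoff set at the mean of all screened compounds plus 3 SD, cut at about 10% in these data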;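 also: 0% = DMSO wells and 100% = sodium butyrate wells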
DAX1 inh-2: DAX1 (NR0B1) inhibitors, primary screen, cell-based, HEK293, Gal4-DAX1, luciferase luminescence. HEK293 Gal4-DAX1 luciferase reporter. inhibition, % at 6.75 µM. 340,000 compounds, 0.99% hits. AID 504766, 2011;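 active = inhibition above the mean over all tested compounds plus 3 SD, cut at about 4.2% in these data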;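 also: 0% = DAX1-transfected cells with DMSO and 100% = empty-vector control cells with DMSO; inhibition shows as a rise in luminescence from relieved DAX1 repression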
* = called active by the depositor; . = not tested or not shown.

SMILES | PLC-beta3 inh | Rev-erbA mod | ssDAF12 agonist | PLCg1 inh | hcDAF12 agonist | SMARCA2 act | ADAM17 inh | MBD2 inh | DAX1 inh-1 | hgDAF12 agonist | DAX1 inh-2
N/C(=N\OC(=O)c1cc(Br)ccc1Cl)c1cccnc1 | 3 | -4 | 0.2 | 0 | 4.6 | -1 | 0 | 0 | 0.7 | 1.8 | 2.7
Cc1nn(Cc2ccccc2)c(Cl)c1/C=N/NC(=O)CNc1cccc(C(F)(F)F)c1 | 0 | -9 | -0.7 | 0 | 4.9 | -5 | 3 | -5 | -0.9 | 0.5 | -0.9
CCCC(=O)NC(c1ccc(OCC)cc1)c1ccc(OC)c(OC)c1 (stereo not drawn) | -2 | 0 | -1.0 | 0 | -0.7 | 3 | -3 | 5 | 0.3 | 0.0 | .
CCN(CC)S(=O)(=O)c1cccc(C(=O)N2CCCc3ccccc32)c1 | -5 | 4 | -0.4 | 1 | 1.5 | -2 | -1 | 1 | -0.5 | -1.4 | -0.5
COCCN(C(=O)CCC(=O)Nc1ccccn1)C(C(=O)NC1CCCC1)c1ccc(OC)cc1 (stereo not drawn) | 2 | -6 | -1.0 | 1 | -1.6 | 1 | -2 | -4 | -0.8 | 0.0 | -0.4
CCN(C1CCS(=O)(=O)C1)S(=O)(=O)c1cccc([N+](=O)[O-])c1 (stereo not drawn) | 2 | -5 | -1.1 | -1 | -0.9 | -3 | -5 | 0 | -0.6 | -3.7 | 1.2
O=C(NCCCCO)C(F)(F)C(F)(F)C(F)(F)C(=O)NCCCCO | 4 | 7 | -0.4 | 0 | 0.0 | -3 | -4 | 0 | 1.0 | 1.1 | 3.1
Cc1ccc([N+](=O)[O-])c(OCCN2CCC(Cc3ccccc3)CC2)c1 | 0 | 5 | -1.6 | 7 | -2.1 | -6 | 6 | -2 | 0.2 | -1.7 | -0.2
O=C(Cc1ccc(Br)cc1)Nc1cccc(S(=O)(=O)N2CCCCC2)c1 | 9 | 8 | -1.4 | 3 | -1.2 | 0 | 12* | -4 | 0.8 | -2.6 | -1.2
COc1ccc(S(=O)(=O)N(CCC(=O)O)Cc2ccccc2)cc1 | -7 | 3 | -0.7 | 1 | -0.1 | -4 | -5 | 2 | -0.6 | -0.3 | 0.2
COc1ccc(-c2cc(C)no2)cc1S(=O)(=O)Nc1ccc(NC(C)=O)cc1 | -5 | 6 | -1.3 | 7 | -1.0 | 8.7* | 2 | -6 | -0.1 | -2.4 | 0.6
COc1cccc(C(=O)N2CCN(c3nc4cc(C)cc(C)c4cc3C#N)CC2)c1 | -65 | 5 | -0.4 | -49 | -2.1 | -6 | -42 | 0 | -1.0 | -1.6 | 0.2
COc1ccc(CCN=Cc2ccc(O)cc2)cc1OC | -3 | -4 | -0.9 | 1 | -1.2 | -1 | -4 | 4 | 0.1 | 0.5 | -0.7
O=C(Cn1nc(C(=O)O)c2ccccc2c1=O)c1c[nH]c2ccccc12 | -6 | 2 | 0.5 | 4 | 7.3* | -1 | 2 | -1 | 0.2 | 2.6 | -0.6
O=C(c1ccccc1)c1sc(Nc2ccc3c(c2)OCO3)nc1-c1ccccc1 | -14 | 2 | -1.4 | -8 | -1.2 | -4 | 0 | -4 | 1.3 | 3.9 | .
Cc1nnc(N2CCCC(C(=O)NCc3ccccc3F)C2)c2nn(-c3ccccc3)c(C)c12 (stereo not drawn) | -46 | -3 | -1.4 | -27 | -0.2 | 1 | -23 | 0 | 0.4 | 0.6 | 0.2
COCc1[nH]nc2c1C1(CCSCC1)C(C#N)=C(N)O2 | -14 | -2 | -1.6 | -6 | -0.2 | -2 | -6 | -4 | 0.2 | 2.8 | 0.3
Cc1ccccc1OCC(=O)NCCN(C)C | 6 | -2 | -0.8 | 1 | -0.9 | 1 | -5 | 9 | -0.2 | -1.3 | -0.5
O=C1C=C(c2ccc(C(=O)O)cc2)C[C@@H](c2ccc3c(c2)OCO3)C1 | -7 | -1 | -0.3 | -4 | 1.1 | 5 | -6 | 16* | 0.3 | 3.1 | 2.2
CCN(CC)S(=O)(=O)c1ccc(-c2nnc(SCC(=O)c3ccc(OC)cc3)o2)cc1 | -2 | 3 | -1.2 | -1 | -0.7 | -1 | -3 | 7 | -0.1 | 1.3 | 1.1
Cc1cc(-c2nnc(SCC(=O)Nc3ccc(F)cc3)n2N)n[nH]1 | -3 | 2 | -0.5 | -1 | 2.3 | -3 | 1 | -4 | 1.5 | 2.1 | 1.1
Cc1cccc(-n2ncc3c(NCc4ccc5c(c4)OCO5)ncnc32)c1 | 3 | 4 | -1.1 | 3 | -0.3 | 7 | 3 | -3 | -0.6 | -0.5 | 0.3
Clc1ccc(N2CCN(Cc3ccco3)CC2)cc1 | -2 | 5 | -0.6 | 3 | -0.9 | 0 | 1 | -3 | -0.4 | 1.0 | -0.8
CCOCC(=O)Nc1cccc(NC(C)=O)c1 | 0 | -2 | -0.5 | 1 | 0.0 | -1 | -4 | -1 | 0.0 | -0.8 | -0.7
Cc1ccc(CC2CC(=O)N(c3ccncc3)C2=O)cc1 (stereo not drawn) | 2 | 3 | -0.8 | 2 | 0.4 | 0 | -3 | 4 | 1.2 | 0.7 | 0.0
COc1ccccc1S(=O)(=O)Nc1cccc(-c2nnc3n2CCCCC3)c1 | 2 | -1 | -1.3 | 1 | -0.7 | -1 | -2 | 2 | -0.5 | -0.2 | 0.5
COc1ccc(CSC2=NCCN2)cc1Br | 4 | 0 | -0.9 | 4 | -0.3 | -1 | 1 | -5 | -0.7 | 3.5 | 1.8
Cc1cnc(C(=O)OCC(=O)c2ccc(Br)s2)cn1 | -1 | 2 | -0.5 | 2 | -0.8 | 0 | -6 | -3 | -2.4 | -0.6 | 0.8
CN1CCN(S(=O)(=O)c2cccc(C(=O)O)c2)CC1 | -5 | 1 | -0.2 | -1 | -0.4 | -6 | -5 | 4 | 0.0 | 1.0 | 1.4
CCC(C(=O)OC)n1cnc2c(nnn2-c2ccc(F)cc2)c1=O (stereo not drawn) | 0 | 9 | -1.2 | 0 | -1.1 | -3 | -1 | 1 | -0.3 | -1.2 | -1.0
CC(C)[C@H](NC(=O)OC(C)(C)C)C(=O)N/N=C/c1cccc2nccnc12 | -33 | -4 | -2.0 | -22 | -0.5 | 5 | -1 | -7 | -1.0 | -0.1 | 0.3
CCSc1nnc(SCC(=O)N2CCN(C(=O)c3ccco3)CC2)s1 | -2 | 1 | -0.6 | -2 | -0.7 | 0 | -2 | 2 | 0.2 | 0.4 | 0.3
CCN1CCN(CC(=O)N2N=CCC2c2ccccc2)CC1 (stereo not drawn) | -3 | 9 | -1.4 | 4 | 2.5 | 3 | -1 | 1 | 0.8 | 0.9 | -1.0
CC(C)C[C@H](NC(=O)c1[nH]cnc1C(=O)N[C@@H](Cc1ccccc1)C(=O)OCc1ccccc1)C(=O)OC(C)(C)C | 9 | 3 | -0.9 | 4 | -0.2 | 0 | 3 | 2 | -0.2 | -2.2 | 0.3
CCCC(=O)Nc1c(-c2ccccc2)c(=O)c(C)nn1-c1ccccc1 | 2 | -2 | -1.6 | 6 | 2.9 | -2 | -8 | 7 | -0.3 | -1.0 | -1.5
COc1ccc(CCNC(=O)C2CCCN(S(=O)(=O)c3cccc4nonc34)C2)cc1OC (stereo not drawn) | 2 | -3 | -1.1 | 1 | -1.4 | 1 | -2 | 5 | -0.7 | -1.9 | -0.2

Quoted at random: 3 entries already listed, in no set order.
SMILES | PLC-beta3 inh | Rev-erbA mod | ssDAF12 agonist | PLCg1 inh | hcDAF12 agonist | SMARCA2 act | ADAM17 inh | MBD2 inh | DAX1 inh-1 | hgDAF12 agonist | DAX1 inh-2
CCCC(=O)Nc1c(-c2ccccc2)c(=O)c(C)nn1-c1ccccc1 | 2 | -2 | -1.6 | 6 | 2.9 | -2 | -8 | 7 | -0.3 | -1.0 | -1.5
CC(C)C[C@H](NC(=O)c1[nH]cnc1C(=O)N[C@@H](Cc1ccccc1)C(=O)OCc1ccccc1)C(=O)OC(C)(C)C | 9 | 3 | -0.9 | 4 | -0.2 | 0 | 3 | 2 | -0.2 | -2.2 | 0.3
O=C(Cc1ccc(Br)cc1)Nc1cccc(S(=O)(=O)N2CCCCC2)c1 | 9 | 8 | -1.4 | 3 | -1.2 | 0 | 12* | -4 | 0.8 | -2.6 | -1.2

The listing continues:
SMILES | PLC-beta3 inh | Rev-erbA mod | ssDAF12 agonist | PLCg1 inh | hcDAF12 agonist | SMARCA2 act | ADAM17 inh | MBD2 inh | DAX1 inh-1 | hgDAF12 agonist | DAX1 inh-2
O=C(Nc1nccs1)C1CCCN1/C=C/C(=O)C(F)(F)F (stereo not drawn) | -1 | -4 | -1.1 | 2 | 1.1 | 0 | -4 | 5 | 2.7 | 3.0 | -0.1
CCCC(c1nnnn1Cc1ccco1)N1CCN(C2CCCC2)CC1 (stereo not drawn) | -2 | -9 | -0.4 | 1 | -1.1 | -3 | -3 | -1 | 0.2 | 1.6 | 0.3
COc1ccc(CNC(=O)Cn2cc(C(F)(F)F)ccc2=O)cc1OC | -1 | 5 | -1.4 | 2 | -0.8 | 0 | -2 | -4 | -0.2 | -3.6 | 4.1
COCC1CCN(C(=O)c2ccc3oc(Cc4ccc(Cl)cc4)nc3c2)C1 (stereo not drawn) | -11 | -2 | -1.2 | 3 | -1.3 | 0 | 3 | 1 | 0.1 | -0.9 | -0.9
COc1ccc(C(=O)Nc2ccc(Oc3ncnc4sc(-c5ccccc5)cc34)cc2)cc1OC | -1 | 20 | -1.4 | 1 | -0.6 | 2 | 1 | 1 | 0.0 | 2.5 | -0.1
Cc1csc(NC(=O)CSc2nnc(-c3ccoc3C)n2Cc2ccco2)n1 | 1 | -2 | -0.7 | -10 | 4.3 | -2 | -2 | 3 | -0.4 | -0.1 | -1.4
Cc1ccc(C(=O)N(CC(=O)NC2CCCC2)c2ccc(F)cc2)s1 | 2 | 5 | -0.8 | 2 | -2.0 | -2 | 2 | 3 | 0.5 | -4.2 | -1.9
N#Cc1ccc(-c2nc3ccc(Br)cn3c2Cc2ccccc2)cc1 | -15 | 22* | -1.1 | -10 | -1.7 | 2 | -2 | 7 | 0.8 | 2.8 | 1.9
COc1ccc(/C=N/NC(=O)c2ccc(CSc3nc(C)cc(C)n3)cc2)c(OC)c1OC | -7 | -2 | -1.6 | -4 | 0.2 | -3 | -3 | -1 | -0.7 | 2.2 | -0.2
CN(C)c1ccc(CNn2cnnc2)cc1 | -5 | 1 | -1.4 | -6 | -0.7 | 1 | -4 | 1 | 0.4 | 0.7 | 0.6
Cc1nnc(SCC(N)=O)n1CCc1ccccc1 | -1 | 3 | -0.5 | -1 | 0.3 | -3 | -11 | 8 | 0.3 | -2.2 | -0.2
